# TCR-CD3 inh = inhibitors of human TCR-CD3 interaction, primary screen, biochemical, fluorescence, TAMRA-labeled TCR probe. T-cell receptor (TCR). inhibition, % at 9.4 µM. hit rate 0.37% among 360,000. AID 651800, 2012; in the data active means inhibition above about 19%;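 further: recombinant mutant TCR 2C K166C tagged with TAMRA read by polarization; 0% = receptor in buffer alone and 100% = receptor with positive control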
# rCAG binder = binders of r(CAG) RNA repeats, primary screen, biochemical, fluorescence. r(CAG) RNA repeat, TO-PRO-1 dye displacement fluorescence. inhibition, % at 3 µM. hit rate 1.3% among 370,000;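 active means inhibition above the plate cutoff, the mean of all test compounds on that plate plus 3 SD, cut at about 35% in these data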;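 further: 0% = DMSO alone and 100% = 100 µM mitoxantrone as full dye displacement; higher means more dye released from RNA so lower well fluorescence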
# ABHD4 inh = ABHD4 inhibitors, primary screen, biochemical, fluorescence polarization, mouse; (Lyso)-N-acylphosphatidylethanolamine lipase (Mus musculus), Q8VD66; purified mABHD4, FP-Rh probe fluorescence polarization; inhibition, % at 8.92 µM; hit rate 0.54% among 370,000;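 active means inhibition exceeding the mean over every tested compound plus 3 SD, cut at about 30% in these data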;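 further: 0% = plate median of compound wells and 100% = S159A mutant with DMSO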
# Target sequence (Q8VD66 whole entry, looked up): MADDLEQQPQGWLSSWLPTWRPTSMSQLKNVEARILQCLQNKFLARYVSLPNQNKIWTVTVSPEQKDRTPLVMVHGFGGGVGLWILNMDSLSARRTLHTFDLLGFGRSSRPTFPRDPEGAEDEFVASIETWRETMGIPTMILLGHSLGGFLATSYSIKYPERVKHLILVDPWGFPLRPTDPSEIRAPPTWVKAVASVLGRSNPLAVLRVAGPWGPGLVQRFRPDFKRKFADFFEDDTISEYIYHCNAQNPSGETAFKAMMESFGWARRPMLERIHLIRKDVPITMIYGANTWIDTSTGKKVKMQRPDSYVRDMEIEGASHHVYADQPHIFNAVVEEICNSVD
#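 Test system: mABHD4 protein | Buffer or medium: HEPES pH 7.0 buffer, 150 mM NaCl, 0.01% Pluronic F-127 | Probe or stimulus: FP-Rh fluorescent activity-based probe, added after compound pre-incubation | Timing: Pre-incubation 45 min, probe exposure 60 min, at 25 °C | Technique: Fluorescence polarization, excitation 525 nm, emission 598 nm, BODIPY TMR filters | Repeats: Single well per compound (singlicate)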
# PG9 Ab binder = binders of HIV-1 gp120 antibody PG9, primary screen, biochemical, TR-FRET. HIV-1 gp120 / PG9 antibody interaction. TR-FRET gp120-PG9 antibody binding. inhibition, % at 6.7 µM. hit rate 0.43% among 360,000. AID 624416, 2012; in the data active means inhibition above about 8.5%
# TDP2 inh = human TDP2 enzyme inhibitors, primary screen, biochemical, epi absorbance, recombinant enzyme. inhibition, % at 12.8 µM. hit rate 0.34% among 370,000. T5PNP hydrolysis, p-nitrophenol absorbance 415 nm;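 active means inhibition above the mean of all tested compounds plus 3 SD, set per campaign, cut at about 25% in these data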;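 further: 0% = DMSO with enzyme and 100% = buffer with substrate but no TDP2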
#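 Evaluation: % inhibition relative to enzyme-containing and enzyme-free wells. Material: recombinant human TDP2. Benchmarks: enzyme-free and DMSO wells. Timing: enzyme reaction with compound for 2 h at 37 °C. Compound dosing: 12.8 µM only. Measured by: p-Nitrophenol epi absorbance. Reagent: T5PNP substrate at 5 mM, a TopII-DNA adduct mimic. Replication: single well per compound.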
# LEDGF integ inh = blockers of LEDGF/p75-dependent integrase strand transfer – biochemical, TR-FRET, high throughput, primary screen. HIV-1 integrase (with human LEDGF/p75). TR-FRET IN-LEDGF/p75 DNA integration, Eu/Cy5. inhibition, % at 3.7 µM. hit rate 0.64% among 370,000;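 active means inhibition above the screen-wide mean plus 3 SD, cut at about 13% in these data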;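 further: signal is the Cy5 over europium emission ratio at 671 and 618 nm; 0% = plate median of compound wells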
# HTRA1 inh = HTRA1 serine protease inhibitors, primary screen, biochemical, fluorescence polarization, HTS. Q92743. recombinant HTRA1, FP-rhodamine activity-based probe. inhibition, % at 5.96 µM. hit rate 0.5% among 340,000. AID 504803, 2011; in the data active means inhibition above about 36%;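 further: 0% = enzyme with DMSO and 100% = wells lacking enzyme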
# Target sequence (Q92743 whole entry, looked up): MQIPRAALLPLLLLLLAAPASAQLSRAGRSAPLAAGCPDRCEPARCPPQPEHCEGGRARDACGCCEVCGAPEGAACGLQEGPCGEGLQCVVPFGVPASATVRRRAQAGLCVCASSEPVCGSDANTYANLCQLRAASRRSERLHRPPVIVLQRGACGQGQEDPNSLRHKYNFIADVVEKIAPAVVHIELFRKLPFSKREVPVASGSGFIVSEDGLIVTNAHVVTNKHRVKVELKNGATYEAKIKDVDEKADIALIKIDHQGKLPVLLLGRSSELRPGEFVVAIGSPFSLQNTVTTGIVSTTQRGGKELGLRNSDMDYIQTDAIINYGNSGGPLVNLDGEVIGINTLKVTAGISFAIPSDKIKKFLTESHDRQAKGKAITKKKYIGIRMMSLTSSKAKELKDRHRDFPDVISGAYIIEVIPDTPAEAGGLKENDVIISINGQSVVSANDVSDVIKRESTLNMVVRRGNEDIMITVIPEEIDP
# Rev-erbA mod = modulators of Rev-erb alpha DNA binding, primary screen, biochemical, FITC-DNA, fluorescence polarization, uHTS | Rev-erbα–FITC-DNA binding, 90 min | activity, % at 10 µM | hit rate 0.79% among 370,000;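 active means activity above about 14%, limit read from the data; passing the limit was not always enough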;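 further: 0% = DMSO wells with 35 nM protein and 100% = DMSO wells with 750 nM protein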
# SIAE inh = human SIAE inhibitors, primary screen, biochemical, fluorescence polarization, FP-Rh probe, 1536-well HTS. SIAE FP-Rh probe binding. hit rate 0.69% among 370,000. Sialate O-acetylesterase (Homo sapiens), Q9HAT2. inhibition, % at 9.66 µM. AID 1053197, 2014;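 active means inhibition above a cutoff: mean of compounds within the control limits plus 3 SD of those, cut at about 17% in these data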;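 further: 0% = plate median of compound wells and 100% = probe without SIAE protein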
# PRMT1 inh = PRMT1 methyltransferase inhibitors, primary screen, biochemical, fluorescence polarization; Protein arginine N-methyltransferase 1 (Homo sapiens), Q99873; hit rate 1.3% among 370,000; inhibition, % at 2.79 µM; recombinant PRMT1, activity-based probe fluorescence polarization;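 active means inhibition above about 21% made by adding two undisclosed values, limit read from the data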
# * = called active by the depositor; / = no result given.
# Results follow in this order: TCR-CD3 inh, rCAG binder, ABHD4 inh, PG9 Ab binder, TDP2 inh, LEDGF integ inh, HTRA1 inh, Rev-erbA mod, SIAE inh, PRMT1 inh
> CCN(c1ccc(C)cc1C)S(=O)(=O)c1nnc(NC(=O)C(C)C)s1
  2, 2, -7, -0.8, -10, 8, -8, 1, 7, -3
> Cc1ccc(N2CC(C(=O)Nc3ccccn3)CC2=O)cc1 (configuration not stated)
  6, -3, 3, -0.8, 3, -3, 6, -1, -4, -2
> CCN1c2ccccc2-c2nc3ccccc3n2C1c1ccccn1 (configuration not stated)
  -1, 0, -3, 0.6, 9, 1, -7, 2, 8, 0
> CN(Cc1cccc(Cl)c1)C(=O)C1CSC2(C)CCC(=O)N12 (configuration not stated)
  0, -3, 3, -1.6, 15, -2, -1, 2, 1, -1
> Cc1cccc(N2C(=O)CC(N3CCN(c4ccc(Cl)cc4)CC3)C2=O)c1 (configuration not stated)
  -1, -3, -3, -2.2, -12, -3, -1, 1, 3, 11
> Nc1ncnc2c1ncn2[C@@H]1O[C@H](CNCc2ccc(OCC(=O)Nc3nccs3)cc2)[C@@H](O)[C@H]1O
  -6, -1, 6, 1.0, 4, -6, 10, 6, 10, 2
> CC(Sc1nnc2c(n1)[nH]c1ccccc12)C(=O)N(C)C1CCCCC1 (configuration not stated)
  5, 1, 9, 2.0, 7, 2, -11, 3, -8, 6
> NS(=O)(=O)c1ccc(CNC(=O)/C=C/c2ccc(Cl)c(Cl)c2)cc1
  -1, 7, -5, -0.7, 0, 2, -20, 5, -4, -2
> CC(C)=C1C2CCC1C(C(=O)Nc1cc(C)cc(C)c1)C2C(=O)O (configuration not stated)
  0, -2, 1, -0.3, 4, 1, -2, -4, 3, 2
> Cc1ccc(S(=O)(=O)N2CCCCC2)cc1C(=O)Nc1cccnc1
  6, 1, 1, -2.3, -1, 2, 4, -7, -3, 1
> C=CCNC(=S)N1CCC(C(=O)c2ccc(F)cc2)CC1
  9, -1, 1, -0.7, 2, 0, 10, 1, -6, 2
> CC(=O)Nc1ccc(OC(=O)Oc2ccc(NC(C)=O)cc2)cc1
  2, -3, 1, -0.6, 4, 2, 6, -6, 5, -3
> CCCCCNC(=O)C(c1ccnc2ccccc12)n1c(=O)c(-c2ccccc2)nc2ccccc21 (configuration not stated)
  4, 5, -6, 1.4, -5, 1, /, -1, -2, -1
> Cc1ccc(-c2nc(NC(=O)CSc3ccc4ccccc4n3)ns2)cc1
  -2, 2, -2, -1.1, 2, -2, 3, -5, 2, -1
> O=C(c1ccccc1)C1CCN(C(=O)Nc2ccccc2)CC1
  3, -1, -2, -2.5, 5, 0, 1, -2, -9, 1
> COCCNC(=O)c1c(N)n(-c2cccc(C)c2)c2nc3ccccc3nc12
  -1, -2, -5, 0.3, -3, 1, -22, 5, -8, -4
> CCc1ccc(NC(=O)C2(C)Cc3ccccc3C(=O)O2)cc1 (configuration not stated)
  -3, -5, -4, -0.1, 1, -2, 1, -2, -1, -2
> O=C(COc1cccc(NC(=O)c2ccccc2)c1)c1ccccc1
  -1, 2, 5, -1.3, -8, 5, -1, 3, -5, 3
> Cc1c(Cl)cccc1N1CC(C(=O)Nc2nccs2)CC1=O (configuration not stated)
  2, 3, -2, -0.9, -3, -4, -5, 1, -3, -2
> Cc1ccc(S(=O)(=O)N2[C@H](CC(=O)c3ccccc3)OC[C@@H]2C(C)C)cc1
  3, 1, 0, 0.0, 0, 2, /, 5, -2, 0
> Cc1ccc(C(=O)N/C(=C\c2cccs2)C(=O)N2CCCCCC2)cc1
  3, -4, -2, -2.5, 5, 2, -8, 1, 4, -1
> Cc1ccccc1NS(=O)(=O)c1ccc(C(=O)N2CCC2)cc1
  20*, -1, 5, -1.4, -10, 2, 2, 1, -10, -5
> CC1(c2ccc(OC(F)F)cc2)NC(=O)N(CC(=O)Nc2cccc(S(N)(=O)=O)c2)C1=O (configuration not stated)
  5, 10, -3, 0.7, 1, 0, -3, 1, -7, 0
> C[C@@H]1CN([C@@H](C)CO)C(=O)c2cccc(NC(=O)Nc3cccc4ccccc34)c2O[C@H]1CN(C)S(=O)(=O)c1ccc(Cl)cc1
  /, /, -16, /, 1, 6, /, 8, 2, -5
> COCCNC(=O)C1CCCN(C(=O)c2cncc(Br)c2)CC1 (configuration not stated)
  3, 2, 6, -0.6, -1, 1, /, 12, 5, -2
> O=C(NCCCSc1ccccc1)c1cccnc1
  8, -1, -2, -2.6, -1, 4, 5, 7, 1, -8
> C=CCN=C1NC(c2ccc(C(F)(F)F)cc2)C(C(=O)OC)=C(C)N1Cc1ccccc1C(F)(F)F (configuration not stated)
  -6, 0, 3, -1.1, 5, -5, /, -6, -2, 2
> CC1(C)NC(C)(C)c2nonc2/C1=N\O
  3, 2, -5, 0.0, -3, 4, 10, 8, 5, -1
> N#Cc1cccc(NC(=O)CNc2cc(S(=O)(=O)N3CCOCC3)ccc2N2CCCC2)c1
  -1, 6, -10, 0.6, -11, -6, -3, 0, 5, 4
> O=C(NC1CCN(CC(=O)N(c2ccccc2)c2ccccc2)CC1)c1ccc([N+](=O)[O-])cc1
  0, -5, -1, -0.3, 0, -4, -5, 5, -1, 0
> CCCc1cc(=O)n2[nH]c(NCc3c(Cl)cccc3Cl)nc2n1
  6, 2, 0, -0.5, -10, -4, -7, -4, 6, -3
> CC1=NN(c2ccccc2)C(=O)C1N=Nc1ccc(N)cc1 (configuration not stated)
  -28, 8, 11, -4.1, 29*, 4, 33, 0, 9, 3
> O=[N+]([O-])c1ccc2ccn(C3OCC(O)C(O)C3O)c2c1 (configuration not stated)
  0, 3, -2, -0.4, 6, 1, -3, -2, 5, 1
> Cc1ccnc2nc(C(=O)NCc3ccccc3)nn12
  8, 1, -3, 1.0, -2, 1, -3, -2, 3, 0
> O=C(NCCNC(=O)c1ccccn1)c1ccc(F)cc1
  0, 1, -4, -0.5, -4, 3, -1, 1, -2, -1
> CCOc1ccccc1N1CCN(C(=O)CC(C)(C)C)CC1
  1, -4, 1, -1.5, 4, 4, 3, -5, -1, -1
> CNc1c(N=Cc2cccnc2)c(=O)n(C)c(=O)n1C
  -7, 2, -11, -2.6, -7, 6, 1, -5, 14, -1
> Oc1[nH]c2ccc(Br)cc2c1N=NC(=S)Nc1ccc(F)cc1
  6, 32, 10, -1.3, 11, -2, 5, 4, 0, 3
> CCOc1ncccc1C(=O)Nc1cc(S(=O)(=O)N2CCCCC2)ccc1Cl
  -2, 1, 2, 1.0, 2, 2, 4, 23*, 6, -2
> O=C(O)c1cc(N2N=C(C(F)(F)F)/C(=C/C=C/c3ccco3)C2=O)ccc1Cl
  26*, 89*, 58*, -0.6, 12, 82*, 41*, -33, 5, 70*
> COc1ccc(C(=O)NC2CCN(Cc3c(F)cccc3Cl)CC2)cc1OC
  -1, -7, -5, -1.8, 3, 5, -2, -6, 5, -6
> Cn1c(=O)c2cn(-c3ccccc3)cc2n(C)c1=O
  4, -1, 2, -0.3, 4, 0, 0, 2, 6, 0
> CC(C)C[C@H]1COc2c(Cl)cccc2S(=O)(=O)N1
  4, 3, -3, -2.4, 4, -1, /, 5, 1, -1
> COc1ccc(Cc2nnc(SCC(=O)c3ccc4c(c3)NC(=O)CO4)o2)cc1
  -2, 1, 6, 9.3*, 2, -3, 0, 10, -2, 0
> Cc1ccccc1-n1c(SCc2cc(=O)n3ccccc3n2)nc2[nH]ncc2c1=O
  0, 4, -2, 1.0, 2, 2, 1, -6, 6, -1
> COc1cccc(C2C(C(=O)c3sc(C)nc3C)=C(O)C(=O)N2CCN2CCOCC2)c1 (configuration not stated)
  2, -1, -1, 0.4, 9, 2, 7, -2, 2, -2
> COC(=O)C1(C)COP(=O)(NC23CC4CC(CC(C4)C2)C3)OC1 (configuration not stated)
  2, 0, 4, -0.8, 2, -3, -1, -1, 0, 1
> O=C(C1CCCCC1)N1CCN(c2ccnc3cc(Cl)ccc23)CC1
  -2, -12, -5, 1.9, -12, -2, -2, 1, -13, 4
> CCOC(=O)C1CCN(S(=O)(=O)c2cc(Cl)c(C)cc2OC)CC1
  -5, -9, -7, -1.9, -1, 4, -3, 2, -7, -1
> CCOCCOC(=O)COc1ccc2c(-c3ccccc3)cc(=O)oc2c1
  10, -7, 4, -0.6, 6, 2, -7, -6, -1, -2
> CC1CCN(C(=O)c2[nH]cnc2C(=O)NCc2ccc(CNC(=O)OC(C)(C)C)cc2)CC1
  -1, -8, 6, 1.6, 2, -1, 0, 2, -1, 4
> COc1ccc(OC)c(NS(=O)(=O)c2c(C(=O)N3CCCCCC3)c(C)n(C)c2C)c1
  -3, -3, -1, 0.0, -8, -3, 5, -5, 7, 0
> Cc1ccc(CN2CCNC(=O)C2CC(=O)NC2CCCCCC2)cc1 (configuration not stated)
  14, -2, 6, -1.2, 11, 2, -16, 9, 7, 3
> C/C(=N\NC(=S)NC1CCCCC1)c1ccc(OC(F)F)cc1OC(F)F
  -10, -2, -8, -1.5, -31, 5, -20, 7, 10, 1
> COc1ccc(C2Nc3ccccc3C(=O)N2Cc2ccco2)cc1COc1ccccc1F (configuration not stated)
  -1, 13, -21, -1.4, 4, 6, -55, 4, -9, 6
> CCOC(=O)C1CCN(C(=O)CN2C(=O)NC3(CCCCC3)C2=O)CC1
  -1, -2, 9, -1.2, 3, 2, 15, 2, -3, 1
> COc1ccc(-c2nnc(SCc3cccc(C)c3)n2N)cc1
  2, -3, 6, 3.1, -3, 0, 1, 5, -5, 0
> O=C(CSc1nc2ccccc2s1)N=Nc1c(O)[nH]c2ccccc12
  /, 11, -11, /, -6, 2, /, 3, -11, 3
> CC1=C[C@H]2OC(=O)[C@@H](C)[C@H]2C[C@@H]2[C@H]1C[C@@H](O)[C@@]2(C)O
  -1, 7, -2, 0.4, -5, -2, -4, -3, 3, 5
> Cc1ccc(C(=O)N(CCC2=CCCCC2)c2c(N)n(Cc3ccccc3)c(=O)[nH]c2=O)o1
  -1, -1, -4, 0.9, -6, 1, -6, 1, 13, 4
> CC/C(CC(C)(C)c1ccccc1)=N\O
  2, -1, -2, -0.2, -7, 0, 11, 3, -5, 0
> Cc1ccc(COc2coc(CO)cc2=O)cc1
  -6, -1, -5, -3.5, -28, 0, 0, 5, -5, -1
> Nc1cc(=O)[nH]c(SCC(=O)Nc2ccc(Cl)c(Cl)c2)n1
  4, 1, -2, 0.2, 5, -1, -4, -2, 2, -2

# High-throughput results deposited in PubChem BioAssay by several laboratories.

# Not all compounds are listed (hit frequency here may not be typical).
